Bioassay records deposited in PubChem BioAssay by several laboratories.
Hsp90 block = displaces geldanamycin probe from tumor Hsp90 | P07900 | 64,000 tested, 0.35% active | inhibition, % at 30 µM | NCI-N417 lysate Hsp90, Cy3B-geldanamycin FP displacement;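 active means inhibition above 50%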;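 further: 0% = tracer plus lysate wells and 100% = tracer alone without lysate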
MMP-13 inhibitor = blocks human MMP13 activity; inhibition, % at 4 µM; P45452; 65,000 tested, 0.07% active; MMP-13 fTHP FRET cleavage, Mca fluorescence; AID 570;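 active means inhibition above the mean of compound-free control plate wells plus 3 SD, cut at about 14% in these data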;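 further: 0% = DMSO wells and 100% = wells with reference MMP-13 inhibitor after basal subtraction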
FXIIa inh mix = inhibitors of human coagulation factor XIIa, pooled mixtures | P00748 | purified FXIIa, fluorogenic substrate | inhibition, % at 5 µM | 62,000 tested, 0.2% active | AID 684;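 further: 0% = enzyme without compound and 100% = no enzyme blank; some results filed as inactive read as strong as hits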
A340 absorber = compound absorbs light at 340 nm. compound absorbance at 340 nm, fold over control. fold change at 10 µM. 65,000 tested, under 10 active;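 active means at 10 µM dose, initial 340 nm absorbance at least 2 fold that of control wells; inactive means change under 2 fold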;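 further: initial absorbance extrapolated from kinetic A340 decline of NADH oxidation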
Cdc25B block = human M-phase inducer phosphatase 2 inhibition; AID 368; P30305; 65,000 tested, 0.1% active; inhibition, %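 (compounds tested at 10 µM final in the well)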; recombinant Cdc25B, OMFP fluorescence Ex485/Em525; in the data active means inhibition above about 50%
AP complement = orthogonal test for alternative complement pathway inhibitors; 62,000 tested, 0.08% active; AID 1235; inhibition, % at 5 µM; Human serum alternative complement pathway, LPS-coated ELISA, C3 deposition; tested in compound mixtures;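 active means inhibition above 30% in each of the two pooled mixtures holding the compound, so the lower value exceeds 30%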;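 further: 0% = serum in Mg-EGTA without compound and 100% = EDTA serum blank; some compounds past the cut are filed as inactive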
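Assay system: human serum alternative complement pathway, C3 deposition on LPS-coated wells; Dosing: 5 µM per compound in ten-compound mixtures; Detection: Anti-C3 ELISA, OD 450 nm; Buffer or medium: Mg2+-EGTA GVB++ buffer containing human serum at 1:15 dilution; Timing: 1 h at 37 °C; Replication: two different pools per compound.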
DUSP1 inh = blocks human MKP-1 phosphatase activity; P28562; recombinant MKP-1, OMFP hydrolysis fluorescence; inhibition, %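 (compounds tested at a single concentration somewhere between 10 and 100 µM)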; 65,000 tested, 0.15% active;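 active means inhibition above about 50%, limit read from the data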;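 further: 0% = DMSO max control wells and 100% = wells with enzyme stopped by NaOH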
FXIa inh mix = inhibitors of human coagulation factor XIa, pooled mixtures; inhibition, % at 5 µM; AID 680; 62,000 tested, 0.19% active; purified FXIa, fluorogenic substrate;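 further: each value is inhibition by a whole ten-compound pool holding the compound; 0% = enzyme with no mixture and 100% = wells lacking enzyme; strong numbers were not always called active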
Target sequence (P03951 19-387 limits assumed): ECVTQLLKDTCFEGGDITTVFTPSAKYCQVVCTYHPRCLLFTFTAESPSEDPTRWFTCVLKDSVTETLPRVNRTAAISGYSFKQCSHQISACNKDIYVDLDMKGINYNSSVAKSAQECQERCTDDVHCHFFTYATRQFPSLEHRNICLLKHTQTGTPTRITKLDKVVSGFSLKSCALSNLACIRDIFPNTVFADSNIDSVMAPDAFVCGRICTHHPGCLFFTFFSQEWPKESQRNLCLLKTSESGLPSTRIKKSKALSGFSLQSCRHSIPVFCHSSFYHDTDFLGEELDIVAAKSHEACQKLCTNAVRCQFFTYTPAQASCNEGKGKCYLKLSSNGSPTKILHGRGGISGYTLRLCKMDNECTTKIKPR
Target sequence (P03951 388-625 limits assumed): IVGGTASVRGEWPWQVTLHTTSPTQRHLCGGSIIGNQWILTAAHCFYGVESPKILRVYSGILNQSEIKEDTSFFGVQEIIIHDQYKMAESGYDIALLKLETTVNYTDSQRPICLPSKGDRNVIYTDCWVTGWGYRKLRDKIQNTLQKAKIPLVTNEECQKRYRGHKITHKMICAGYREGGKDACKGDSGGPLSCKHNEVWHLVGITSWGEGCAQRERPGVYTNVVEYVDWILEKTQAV
JNK3 inh = blocks human JNK3 kinase activity | AID 746 | 60,000 tested, 0.61% active | P53779 | inhibition, % at 8 µM | purified JNK3 kinase activity, HTS; in the data active means inhibition above about 17%;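 further: 0% = DMSO and 100% = reference inhibitor; many of its hits are not listed in these tables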
Target sequence (P53779 whole entry, looked up): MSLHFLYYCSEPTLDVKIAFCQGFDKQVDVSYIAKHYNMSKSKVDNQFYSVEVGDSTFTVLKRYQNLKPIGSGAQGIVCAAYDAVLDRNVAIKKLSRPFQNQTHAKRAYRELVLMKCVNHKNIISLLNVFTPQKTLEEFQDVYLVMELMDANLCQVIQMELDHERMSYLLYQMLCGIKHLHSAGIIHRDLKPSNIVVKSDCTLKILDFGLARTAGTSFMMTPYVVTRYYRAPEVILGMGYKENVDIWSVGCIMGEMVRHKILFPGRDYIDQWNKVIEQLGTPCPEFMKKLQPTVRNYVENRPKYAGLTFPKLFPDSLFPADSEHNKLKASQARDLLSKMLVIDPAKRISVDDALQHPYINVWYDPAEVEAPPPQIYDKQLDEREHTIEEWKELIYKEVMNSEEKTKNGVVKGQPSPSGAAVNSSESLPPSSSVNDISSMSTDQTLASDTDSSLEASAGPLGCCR
An asterisk follows results filed as active; nt = no result given. Unless noted, no stated cut-off is given here; in the data, active means inhibition above about 20% (passing the limit was not always enough); inactive means the rest.

SMILES	Hsp90 block	MMP-13 inhibitor	FXIIa inh mix	A340 absorber	Cdc25B block	AP complement	DUSP1 inh	FXIa inh mix	JNK3 inh
CCOC(=O)Nc1ccc2c(c1)N(C(=O)N1CCN(C)CC1)c1ccccc1S2	-3	1	0	1	8	5	2	9	-5
COC(=O)CSc1nnc(CNC(=O)c2ccccc2OC)n1-c1ccc(OC)cc1	-5	6	4	1	-12	3	5	6	-8
CCCCCCC(c1c(C)n(C)n(-c2ccccc2)c1=O)c1c(C)n(C)n(-c2ccccc2)c1=O	-4	7	1	0.99	-2	2	12	1	-9
Cc1ccc(Cn2c(SCC(=O)NCc3ccco3)nc3ccsc3c2=O)cc1	1	4	3	1	-2	18	22	-4	nt
COC(=O)c1ccc2c(=O)n(CCCCCC(=O)NCc3ccccn3)c(=O)[nH]c2c1	4	-15	6	1	-17	17	13	3	14
COc1ccc(-n2c(SCC(=O)N3CCCCC3)nnc2-c2cccnc2)cc1	-3	4	1	0.99	4	-4	-13	6	0
COc1ccc(-c2cc3ccccc3oc2=O)cc1NC(=O)c1ccc(Br)o1	-16	-34	9	1.2	6	5	9	-12	2
Cc1cccc(-c2c3c(=O)n(C)c(=O)n(C)c3cn2CCO)c1	-4	1	-1	1	2	-9	-15	8	2
Cc1ccc(S(=O)(=O)Cn2nnnc2CN2CCN(C(=O)c3ccco3)CC2)cc1	0	2	1	0.99	-2	-3	-15	6	-1
CCOc1ccc(CCNC(=O)C2CCC(=O)N2C2CCCCC2)cc1OCC (stereo not given)	0	4	7	0.99	-2	10	25	4	4
c1cc2cn[nH]c2cc1NC1CCCCCC1	16	-11	14	1.1	6	26	12	1	-1
COc1ccc(OC)c(NC(=O)c2[nH]c(C)c(C(C)=O)c2C)c1	-8	-2	2	1.1	-20	5	-7	-1	0
CCCc1noc2c1/C(=N\O)CC(CC(C)SCC)C2 (stereo not given)	-1	2	-9	1	-14	22	8	13	-2
Cc1ccc(C)c(-n2c(Cc3cc(=O)[nH]c(=O)[nH]3)nnc2SCC(=O)NCc2ccco2)c1	-4	-2	-1	0.98	4	-5	2	-1	4
CC1CN(S(=O)(=O)c2ccccc2)CC(C)O1 (stereo not given)	-3	0	-4	1	-5	3	-2	7	-3
CCOC(=O)C1=C(N)Oc2cc(C)[nH]c(=O)c2C1c1ccncc1 (stereo not given)	-1	-4	2	0.98	-10	13	-16	1	5
O=C(NCCN1CCOCC1)C1CCC(=O)N1Cc1ccccc1Cl (stereo not given)	42	4	0	0.98	13	13	-11	9	2
CC1C(=O)CC(c2ccccc2)N(C)C1c1ccccc1 (stereo not given)	-3	-8	1	1	-10	18	12	8	-2
CS(=O)(=O)Nc1ccc(S(=O)(=O)NCCc2ccccc2)cc1	2	-2	5	1	-4	4	14	7	2
OCCNc1ncnc2ccc(Br)cc12	0	-12	-1	1.1	-15	3	-1	5	12
CS(=O)(=O)C1=C(O)C(=O)N(CCCC(=O)O)C1c1ccccc1F (stereo not given)	-5	2	3	0.99	-4	-29	5	3	1
COc1cccc(C(=O)N2CCSC2=S)c1	-1	5	4	1	-5	10	5	7	-8
CCCC(=O)c1ccc(N2CCCCCC2)c(F)c1	-7	-1	-12	1.1	0	5	6	0	2
CCCCn1c(CN(Cc2ccccc2)Cc2ccccc2)nc2c1c(=O)n(C)c(=O)n2C	3	1	nt	1	-2	nt	42	nt	-6
Nc1nc2ccccc2n1C(=O)CCc1ccccc1	4	-1	2	0.98	-7	-5	-11	2	-2

A draw from above in order of length of the SMILES, largest number first:
SMILES	Hsp90 block	MMP-13 inhibitor	FXIIa inh mix	A340 absorber	Cdc25B block	AP complement	DUSP1 inh	FXIa inh mix	JNK3 inh
CCCCn1c(CN(Cc2ccccc2)Cc2ccccc2)nc2c1c(=O)n(C)c(=O)n2C	3	1	nt	1	-2	nt	42	nt	-6
COc1ccc(-n2c(SCC(=O)N3CCCCC3)nnc2-c2cccnc2)cc1	-3	4	1	0.99	4	-4	-13	6	0
CS(=O)(=O)Nc1ccc(S(=O)(=O)NCCc2ccccc2)cc1	2	-2	5	1	-4	4	14	7	2
CCCc1noc2c1/C(=N\O)CC(CC(C)SCC)C2 (stereo not given)	-1	2	-9	1	-14	22	8	13	-2
CC1CN(S(=O)(=O)c2ccccc2)CC(C)O1 (stereo not given)	-3	0	-4	1	-5	3	-2	7	-3

Carrying on:
SMILES	Hsp90 block	MMP-13 inhibitor	FXIIa inh mix	A340 absorber	Cdc25B block	AP complement	DUSP1 inh	FXIa inh mix	JNK3 inh
Cc1c(C(=O)N2CCOCC2)oc2ccc(S(=O)(=O)N3CCCCCC3)cc12	nt	2	-12	1.1	-11	2	9	3	nt
Cc1ccccc1CSc1nnc(-c2ccco2)n1Cc1ccco1	nt	1	2	1.1	-17	0	10	10	nt
Cc1cc(C)c(OCC(=O)Nc2cccc(NC(=O)c3ccco3)c2)c(Br)c1	-5	3	1	1	-11	1	13	8	2
O=C(O)c1cccn2c(=O)c3ccccc3nc12	-2	-11	10	1.1	-10	11	1	8	4
COc1ccc(-c2noc(CCC(=O)NCc3cccnc3)n2)cc1	-2	-11	2	1	0	1	-13	9	0
Cc1ccccc1-c1nnc(SCC(=O)Nc2ccc(Cl)cc2)n1N	nt	-3	3	1	-10	4	9	11	nt
O=C(Cc1cccs1)N1CCN(c2ccccn2)CC1	0	-17	7	1	-4	17	4	14	2
Cn1c(C(=O)NC2CC2)cc2c(=O)n(C)c3ccccc3c21	-6	3	-5	1.1	2	18	9	1	1
CCOC(=O)Cc1cnc(NC(=O)NC(C(=O)OCC)(c2ccccc2)C(F)(F)F)s1 (stereo not given)	-1	1	9	1	-2	-1	9	17	-4
CCOc1ccc(NC(=O)C(C)Sc2nnnn2C)cc1 (stereo not given)	-2	5	13	1.1	-12	-1	7	3	3
CCOC(=O)CCCNC(=O)CN1C(=O)NC(CCc2ccccc2)C1=O (stereo not given)	2	0	-1	1	-6	-12	6	6	2
CCCN(CCC)C(=O)Cn1c(=O)n(CCCCC(=O)NCc2ccco2)c(=O)c2ccccc21	-2	-2	-12	1	-2	7	9	2	nt
Cc1ccnn2c(-c3ccccc3)c3c(=O)n(C)c(=O)n(C)c3c12	-5	-3	-18	1.1	-6	2	-3	12	2
Cc1noc(C)c1C(=O)OC(C(=O)NC1CCCC1)c1ccc(F)cc1 (stereo not given)	0	6	3	1.1	-10	18	12	1	0
CC1CN(Cc2nc3c(c(=O)n(C)c(=O)n3C)n2CCc2ccccc2)CC(C)O1 (stereo not given)	-1	5	11	0.98	5	11	20	-5	-2
COCCCNC(=O)CCNS(=O)(=O)c1ccc(C)cc1	1	-4	4	0.99	-1	-6	1	3	nt
CC(C)COc1ccc(C(=O)OCCN2CCOCC2)c(O)c1	1	-1	-2	0.99	27	3	-14	5	-3
COc1ccc(S(=O)(=O)N2CCCCCC2)cc1C(=O)OCC(=O)NC(N)=O	-1	5	-13	1	-16	1	11	-4	-4
OC(CNCCc1ccc(Cl)cc1)COCc1ccco1 (stereo not given)	-5	-11	5	1	-6	5	-5	6	-2
Cn1c(=O)[nH]c(=O)c2c1ncn2CCCc1ccccc1	0	1	9	0.98	-23	-1	8	5	-1
COc1ccc(OC)c(-c2nnc(NC(=O)C(C)Sc3nncn3C)s2)c1 (stereo not given)	-4	0	10	1.1	-26	11	4	4	0
O=C(c1cccc(N2C(=O)C3CC=CCC3C2=O)c1)N1CCCCCC1 (stereo not given)	-2	1	2	1	-6	16	15	2	-8
Cc1oc(/N=C/c2c(O)ccc3ccccc23)c(C#N)c1C	-2	-4	-19	1.1	4	-6	20	1	5
O=C(O)C1[C@H]2C(=O)N(Cc3cccs3)C[C@]23C=C[C@H]1O3 (stereo not given in full)	2	0	nt	1	-11	nt	-19	nt	-4
CCCCSc1nnc(-c2ccc(NC(=O)CC)cc2)n1C	-1	1	7	1	-7	18	31	5	6
SMILES	Hsp90 block	MMP-13 inhibitor	FXIIa inh mix	A340 absorber	Cdc25B block	AP complement	DUSP1 inh	FXIa inh mix	JNK3 inh
CCn1cc(C(=O)NCC2CCCO2)c(=O)c2cc(S(=O)(=O)N3CCCCC3)ccc21 (stereo not given)	0	2	7	1.1	-5	-6	27	2	-1
COc1cccc(C(O)CC(N)=O)c1 (stereo not given)	-1	-8	-16	0.98	-1	12	-1	7	5
Fc1cccc(Nc2ncnc3c2cnn3-c2ccccc2)c1	-1	-11	4	1	2	-17	9	0	7
CCN1C(=O)c2ccccc2S(=O)c2ccc(C(=O)NC3CC3)cc21 (stereo not given)	3	3	7	0.98	-5	10	-3	4	-3
CCC(C)(C)n1nnnc1C(c1cccnc1)N1CCCc2ccccc21 (stereo not given)	0	5	7	0.97	-7	11	5	3	-11
O=C(NC1CC1)c1ccc2c(c1)ncn2C1CCCC1	-4	11	1	0.99	-3	-7	2	5	3
COc1ccc(-c2nnn(CC(=O)NC3CCCc4ccccc43)n2)cc1OC (stereo not given)	nt	-3	-18	1	-8	7	31	8	nt
O=C(NCc1ccco1)C1CCCN(S(=O)(=O)c2cccc3nsnc23)C1 (stereo not given)	-5	0	2	1	0	19	-1	-6	-1
O=C(NC1CCCC1)c1ccc(Br)s1	nt	5	6	1	-4	11	2	7	6
CC1CN(Cc2nc3c(c(=O)n(C)c(=O)n3C)n2CC(=O)c2ccccc2)CC(C)O1 (stereo not given)	-5	9	nt	1	-12	nt	0	nt	-13
COC(=O)Cn1c(=O)sc2ccccc21	1	-1	-11	0.98	0	0	-2	8	7
O=C(O)Cc1ccc(C(=O)c2cccs2)s1	-5	2	-2	1.1	-6	-1	5	-1	0
COc1ccc(C(=O)COC(=O)Cn2nnc3ccccc32)cc1Br	-1	2	3	1	-3	-20	35	-2	4
COC(=O)Nc1nnc(CC(=O)Nc2ccccc2C)s1	-3	-4	-20	1	1	8	7	10	2
CCOC(=O)N1CCN(c2c(F)cc3[nH]c(=S)[nH]c3c2Br)CC1	-6	2	12	1	0	19	15	6	-2
CCOC(=O)c1c(C)oc2ccc(O)c(CN3CCCCC3)c12	0	0	-7	0.99	-10	11	9	6	-6
O=C(Nc1ccc2c(c1)OCCO2)c1ccc(CN2CCOCC2)cc1	0	2	2	1	-7	20	21	4	1
O=C(COc1ncnc2ccccc12)NCCCN1CCCC1=O	0	-11	10	1	-3	8	0	7	17
COc1cc2[nH]c(=O)n3nc(-c4ccccc4)nc3c2cc1OC	-3	-49	5	1.1	5	12	35	2	nt
CCOC(=O)Cn1c(CN2CCN(c3cccc(Cl)c3)CC2)nc2c1c(=O)[nH]c(=O)n2C	-1	-15	3	0.98	-4	11	11	2	-1
Cc1onc(-c2ccccc2Cl)c1C(=O)Nc1ccc(CN2CCCC2)cc1	0	4	7	0.98	-8	4	-14	1	3
Cc1c(NC(=O)Cn2cnc3c(=O)n(C)c(=O)n(C)c32)cccc1-c1nc2ccccc2o1	-9	0	5	1.1	-7	22	4	4	-2
COc1cc(NC2=CC(=O)CC(C)(C)C2)cc(OC)c1OC	0	1	nt	1.1	4	nt	-15	nt	6
CC(=O)NC1C(=O)N=C(SCC(=O)NCc2ccccc2)NC1=O (stereo not given)	1	1	-2	1	1	2	-2	10	1
CCCc1ccc(Oc2cn[nH]c2-c2ccc(O)cc2O)cc1	4	2	0	1	-1	24	6	9	2
Cc1cccc(C)c1N1C(=O)C2ON(c3ccccc3)C(c3ccncc3)C2C1=O (stereo not given)	-1	-1	nt	1	-4	nt	-14	nt	-5
Cc1c(Br)cc(-c2nnco2)cc1Br	-2	-3	3	1	2	9	5	15	-4
COc1ccc(S(=O)(=O)N2CCC(C(=O)N3CCOCC3)CC2)cc1OC	-2	-7	-24	1	-8	3	6	8	5
